# HTT cytoprotect – Huntington cell model cytoprotection by ATP luminescence. PC12 HTT-Q103 induced, cytoprotection, ATP luminescence, 40 h. Potency, µM (highest dose often 56.4 µM), inactives show cytoprotection (ATP increase), hits mostly activators. actives 0.14% (n = 230,000). AID 1471;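 note: potency is the fitted concentration of half-maximal effect; % of control where 0% means no effect; nearly all actives have a fitted effect of over 45% in size; toxic huntingtin expression switched on by the ecdysone agonist tebufenozide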
#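 PC12 cells with ecdysone-inducible HTT exon 1 Q103-GFP, induced with 100 nM tebufenozide and co-treated with library compounds in a dose series (1536-well, 1500 cells/well). Cytoprotection read as ATP content by ATPlite luminescence.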
# SMN2 splice enh – enhancers of SMN2 splice variant expression | HEK293 SMN2-luciferase splicing reporter, luminescence, 30-36 h | Potency, µM (doses to about 46.1 µM), without a hit: at the top dose activity change, positive = activation, hits mostly activators | actives 2.8% (n = 210,000); note: potency is the fitted concentration of half-maximal effect; % of control where 0% means no effect; nearly all actives have a fitted effect of over 55% in size
#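 qHTS luciferase splicing reporter: luminescence rises when SMN2 exon 7 is included in transfected HEK293 cells. Compound exposure lasted 30-36 h at 37C, with 4.5 mM final sodium butyrate as control, followed by a ONE-Glo read.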
# CBFb RUNX1 block – inhibitors of human CBF-beta and RUNX1 interaction | 230,000 tested, under 10 active | AlphaScreen CBFb-His/RUNX1-biotin binding, biochemical | Q01196+Q13951 | Potency, µM (titrated, usually from 59.8 µM), without a hit: at the highest dose activity, negative = inhibition, most hits filed as inhibitors; note: % of control where 0% means no effect
# Target sequence (Q01196 whole entry, looked up): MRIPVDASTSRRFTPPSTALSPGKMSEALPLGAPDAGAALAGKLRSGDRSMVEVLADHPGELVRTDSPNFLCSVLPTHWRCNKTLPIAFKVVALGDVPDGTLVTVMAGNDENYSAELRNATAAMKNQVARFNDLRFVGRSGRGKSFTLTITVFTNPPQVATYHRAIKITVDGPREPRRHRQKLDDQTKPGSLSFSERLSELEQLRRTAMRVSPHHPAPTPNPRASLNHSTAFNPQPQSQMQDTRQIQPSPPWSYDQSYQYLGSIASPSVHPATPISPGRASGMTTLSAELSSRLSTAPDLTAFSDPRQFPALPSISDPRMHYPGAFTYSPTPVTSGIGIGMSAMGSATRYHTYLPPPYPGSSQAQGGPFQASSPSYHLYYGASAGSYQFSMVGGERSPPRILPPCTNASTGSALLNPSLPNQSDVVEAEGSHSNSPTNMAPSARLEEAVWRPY
# Target sequence (Q13951 whole entry, looked up): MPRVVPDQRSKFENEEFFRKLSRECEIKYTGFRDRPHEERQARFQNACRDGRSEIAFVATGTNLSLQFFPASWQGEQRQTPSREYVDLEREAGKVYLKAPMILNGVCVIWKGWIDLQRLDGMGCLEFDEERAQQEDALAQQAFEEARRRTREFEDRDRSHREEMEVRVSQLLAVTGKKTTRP
#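 Bead-based AlphaScreen assay; binding partners His-tagged CBF-beta and biotinylated RUNX1 at 30 nM each. Compound exposure 15 min after a 20-min protein preincubation; bead step 90 min; all steps at room temperature.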
# IMPase Li inh – cell-permeable IMPase inhibitors with lithium potentiation | CHO-M1 cells, IP1 TR-FRET (IP-One), carbachol + lithium | Potency, µM (titrated, usually from 59.4 µM), for the others: at the top dose activity, negative = IMPase inhibition, hits mostly inhibitors | actives 0.35% (n = 210,000) | AID 1457;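 note: IP1 builds up when IMPase is blocked and the TR-FRET signal falls; potency is the fitted concentration of half-maximal effect; plate controls were basal vehicle for no effect and high inhibitor control for full effect; nearly all actives have a fitted effect of over 50% in size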
#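 Readout is a homogeneous TR-FRET IP1 immunoassay (Ex 320, Em 665 and 620), where raised cytosolic IP1 lowers signal. Cells were CHO-M1 treated 30 min at 37C with test compounds plus a little lithium; AC50 values came from Hill-equation fitting.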
# Luc counter – Kinase-Glo luciferase inhibition (counter-screen); Q27757; Kinase-Glo luciferase, ATP luminescence, 8 min; Potency, µM (doses to about 38.3 µM), without a hit: top-dose activity change, negative = inhibition, hits mostly inhibitors; actives 0.28% (n = 200,000); AID 1379; note: potency is the fitted concentration of half-maximal effect; % is set by controls: 0 for no effect and ±100 for the full control effect; nearly all actives have a fitted effect of over 60% in size
#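 Compounds were added to a substrate mix at pH 7.2 (50 mM imidazole, 10 uM ATP, within the enzyme's linear range), followed by Kinase-Glo detection reagent; luminescence was measured after 8 minutes at ambient temperature.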
# HttQ103 aggreg – mutant huntingtin aggregation inhibition. actives 1.1% (n = 220,000). PC12 HttQ103-GFP aggregates, Acumen cytometry, 40 h. Potency, µM (doses to about 46.1 µM), without a hit: at the top dose activity change, negative = inhibition, actives largely listed as inhibitors. AID 1688; note: potency is the fitted concentration of half-maximal effect; % is set by controls: 0 for no effect and ±100 for the full control effect; nearly all actives have a fitted effect of over 60% in size
#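 Using laser scanning cytometry, GFP-positive aggregates were counted after lysis of PC12 cells induced with 100 nM tebufenozide to express HTT exon 1 Q103–GFP. Compounds were tested in titration.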
# Lamin A splicing – changes lamin A minigene splicing in HeLa cells; Potency, µM (series often up to 46.1 µM), for inactives: at the highest dose ratio change, negative = inhibition, actives largely listed as inhibitors; AID 1487; actives 0.01% (n = 200,000); HeLa LMNA splicing GFP/RFP minigene ratio, 48 h; active = well fitted inhibition curve with a large enough effect in the signal ratio, with a control signal flat, not every such curve was filed as active; inconclusive = small, poorly fitted or top-dose-only effect, or effect the other way, or a change in a side signal; the % refers to the signal ratio; note: potency is the fitted concentration of half-maximal effect; % is set by controls: 0 for no effect and ±100 for the full control effect
#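 S3 HeLa cells stably expressing lamin A-EGFP splicing minigene plus DsRed2, 600 cells/well, 48 h compound exposure at 37C. Laser-scanning cytometry; analysed as GFP (500-530 nm)/RFP (575-640 nm) total intensity ratio; 0.5% DMSO vehicle.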
# Numbers without * were called inactive; ? = inconclusive; nt = not tested or not shown; & = joins results of further samples; [ ] = remark or other dose. Unless noted, calls come from the whole dose curve; as a rule, active = well fitted curve in the direction sought with a large enough effect; inconclusive = small, poorly fitted or top-dose-only effect, or another doubt; inactive = no such curve, though single readings can be large; an effect the other way counts as inactive or inconclusive. This is a random part of the collection; overall some 4% were active at least once.
SMILES,HTT cytoprotect,SMN2 splice enh,CBFb RUNX1 block,IMPase Li inh,Luc counter,HttQ103 aggreg,Lamin A splicing
Clc1ccc(C2=C3CCCCn4c(-c5ccccc5)c[n+](c43)C2)cc1,-28%,-58%[inhibitor],-10%,18%[38.3 µM],-7%,?,?
O=C(Oc1c(Cl)cc(Cl)c2cccnc12)N1CCOCC1,1%,3%,8%,17%[38.3 µM],5%,-24%,-9%
CS(=O)(=O)N(CC(=O)NCc1ccco1)c1ccc(Cl)cc1Cl,-7%,0%,-4%,4%,2%,11%,14%[9.22 µM]
Cc1cc(C)c[n+](-c2nc3ccccc3nc2[N-]S(=O)(=O)c2cccs2)c1,23%[10 µM],6%,-1%,-3%,4%,-5%,-11%
CCS(=O)(=O)NCCc1cc2c(OC)ccc(OC)c2[nH]c1=O,19%[10 µM],-2%,1%,4%,4%,21%,-6%
CN(C)c1ccc(-c2ccccc2)nn1,-75%[inhibitor][10 µM],16µM*,-3%,19%[38.3 µM],-26%,-8%,15%
Cc1ccc2cc(CCNC(=O)c3ccc4c(c3)OCO4)c(=O)[nH]c2c1C,28%[10 µM],-12%,6%,29%[38.3 µM],0%,-16%,?
CC(C)(C)c1ccc(C(=O)NCc2ccc(Cl)cc2)cc1,-31%,-7%,-2%,3%[38.3 µM],-1%,7%,-1%
O=C(Nc1nnc(-c2cccs2)o1)c1cc(-c2ccccc2)nc2ccccc12,nt,-92%[inhibitor],-4%[2.36 µM],6%,0%,?,?
COC(=O)[C@@]1(Cc2ccc(F)cc2)[C@H]2c3cc(C(=O)N(C)C)n(CCc4ccc(OC)c(Br)c4)c3C[C@H]2CN1C(=O)c1ccccc1,?,-61%&-11%[inhibitor],-3%[2.36 µM],18%&8%,2%&-1%,?,?
CC(C)c1ccc(NC(=O)C2CC(=O)Nc3nc4ccccc4n32)cc1 (configuration not stated),2%[10 µM],nt,14%,nt,nt,-17%[9.22 µM],nt
COc1ccc(-n2nc(C(=O)c3cccs3)cc(-c3nc4ccccc4[nH]3)c2=N)cc1,-11%[1.9 µM],?,-25%,23%,-1%,11%,-18%
COc1cccc(NC(=S)N/N=C2\CC3CCC2(C)C3(C)C)c1 (configuration not stated),15%[10 µM],24%,-17%,11%,1%,-13%,-1%[46 µM]
CCOC(=O)Cc1csc(NC(=O)CS(=O)(=O)Cc2ccccc2)n1,-8%[0.074 µM],-3%,6%,2%[38.3 µM],0%,-26%,-5%
CCC(=O)Nc1cccc(NC(=S)NC(=O)c2ccccc2)c1,14%[10 µM],11µM*,-6%,-1%,0%,-5%,?
CCCc1cc2c(=O)c(-c3ccc4c(c3)OCCO4)c(C)oc2cc1OS(C)(=O)=O,1%[10 µM],-74%[inhibitor],6%,25%,6%,?,-17%
CN(C)c1ccnc2sc(C(=O)NCc3ccccc3)c(N)c12,-26%,nt,-1%,30%[38.3 µM],1%,-19%,?
CC(C)N(C(=S)NCc1ccccc1)c1ccccc1,12%[10 µM],4%,1%,3%,-2%,-19%,1%[46 µM]
CC12CCC(C(=O)Nc3ccccc3Cl)(C(Br)C1=O)C2(C)C (configuration not stated),nt,-20%,5%,-7%,0%,20%,2%
COc1ccc(-c2nn3c(-c4ccco4)nnc3s2)cc1OC,-26%,-13%,2%,-3%[38.3 µM],0%,20%,?
O=C(Cn1cc(C(F)(F)F)cc(Cl)c1=O)NCCc1ccc(Cl)cc1Cl,22%[10 µM],nt,14%,nt,nt,14%[9.22 µM],nt
Cc1nc(N)sc1C(=O)N/N=C/c1c[nH]c2ccccc12,?,15%,1%,50%[activator][38.3 µM],-6%,28%,-2%
NC(=O)COC(=O)c1ccc(Cl)c(S(=O)(=O)N2CCN(c3ccc(F)cc3)CC2)c1,-21%,-7%,-2%,1%,1%,?,nt
Cc1ccc(NS(=O)(=O)c2ccc3c(c2)CCC(=O)N3)cc1C,?,nt,-15%,3%,nt,-24%,nt
Cc1nc(NCCc2ccc(S(N)(=O)=O)cc2)c2c(C)c(C)sc2n1,-8%,-88%[inhibitor],1%,43%[activator][38.3 µM],-4%,?,?
SMILES,HTT cytoprotect,SMN2 splice enh,CBFb RUNX1 block,IMPase Li inh,Luc counter,HttQ103 aggreg,Lamin A splicing
Cc1nc(SCC(=O)Nc2c(C)n(C)n(-c3ccccc3)c2=O)[nH]c(=O)c1Cc1ccccc1,15%,-6%,4%,4%[38.3 µM],3%,2%,11%
COCCCNC(=O)CN(c1ccc(OC)cc1)S(=O)(=O)c1ccc(NC(C)=O)cc1,-12%[10 µM],13%,3%,-10%[38.3 µM],-2%,16%,5%
Cc1cccc(C(=O)NC(=S)Nc2ccc(N3CCOCC3)cc2)c1,37%[0.074 µM],-5%,?,9%,3%,28%,?
O=C(O)C1C(c2ccccc2)C(C(=O)OCCCO)C1c1ccccc1 (configuration not stated),7%[10 µM],-12%,-5%,-5%[38.3 µM],-1%,-1%,-4%
COc1ccc(C(=O)Nc2ccc(C(=O)OCC(=O)c3cccc4ccccc34)cc2)cc1,2%[10 µM],nt,15%,nt,nt,12%,-3%
CC(=O)c1ccc(NC(=O)Cn2nc(C)cc2C)cc1,-17%,-1%,8%,?,-3%,-3%,7%
COC(=O)CN1C(c2ccccc2O)Nc2ccc(Br)cc2C1c1ccccc1 (configuration not stated),10%[10 µM],-1%,2%,10%,-2%,-7%,-3%
COC(=O)c1c(NC(=O)c2ccco2)sc(C(=O)N(C)C)c1C,-23%[10 µM],15%,-10%,-1%,3%,0%,-10%
CN(C)S(=O)(=O)c1ccc(/C(O)=C2/C(=O)C(=O)N(Cc3cccnc3)C2c2cccs2)cc1 (configuration not stated),nt,nt,1%,-14%,nt,-97%[9.22 µM],nt
Cc1cccc2cc(CN(CC3CCCO3)C(=O)c3ccco3)c(=O)[nH]c12 (configuration not stated),-23%[10 µM],-12%,4%,-10%[38.3 µM],1%,9%,?
Cc1cc(Cl)ccc1OCC(=O)N1CCCCC1,12%[10 µM],?,7%,-13%[38.3 µM],-4%,-4%,?
CC1(C)CC(=O)C2=C(C1)OC1=C(C(=O)CC(C)(C)C1)C2c1ccccc1,3%,-8%,1%,11%[38.3 µM],-3%,-7%,1%
CCOC(=O)c1ccc(NC(=O)c2nc[nH]c2C(=O)NC)cc1,20%[10 µM],nt,-2%,nt,nt,-17%[9.22 µM],nt
O=S(=O)(c1ccc(S(=O)(=O)N2CCN(Cc3ccccc3)CC2)cc1)N1CCOCC1,8%,4%,1%,-5%[38.3 µM],-1%,-8%,6%
COc1ccc(CCN(C)c2ccc(S(=O)(=O)N3CCCC3)cn2)cc1OC,-29%[10 µM],-17%,0%,7%,4%,12%,-22%[46 µM]
Cc1cc(Nc2ccc(O)cc2)n2c(nc3ccccc32)c1C#N,-34%[inhibitor],-6%,-11%,-1%,-1%,23%,-4%[46 µM]
O=C(Cc1coc2cc3c(cc12)CCC3)OCC(=O)N1CCCC1=O,-34%,10%,-16%,-1%,-2%,6%,nt
CCOC(=O)C(NC(C)=O)C(=O)O (configuration not stated),-3%,-6%,7%,-22%[38.3 µM],3%,-6%,18%[0.0737 µM]
O=C(CNC(=O)c1cccs1)NCC(=O)OCc1ccc(Cl)cc1Cl,1%,-12%,-2%,30%[activator][38.3 µM],3%,5%,-3%
COc1ccc(F)cc1C(=O)C1CCCN(C(=O)C2=C(C)OCCO2)C1 (configuration not stated),12%[10 µM],nt,11%,-3%,nt,8%[9.22 µM],nt
[O-][N+]1=c2ccc(Nc3ccccc3)cc2=NC12CCCCC2,-109%[inhibitor],-91%[inhibitor],?,68%[activator][38.3 µM],-27%,?,?
O=C(N/N=C\c1ccc(OC(=O)c2cccs2)cc1)c1ccc(Cl)cc1,-9%[10 µM],7%,-10%,-5%,-1%,4%,-13%
CCOc1cccc(C(=O)c2ccc(O)c(O)c2O)c1,-24%,11%,?,38%[activator],-7%,nt,nt
Cc1cccc(C(=O)NCc2nnc(SCc3ccc(F)cc3)n2C)c1,6%[10 µM],0%,4%,6%,2%,-1%[9.22 µM],16%[46 µM]
CCOC(=O)N1CCN(Cc2nc(-c3cccc(C)c3)no2)CC1,11%,-5%,6%,17%[38.3 µM],18%,-10%,-16%
SMILES,HTT cytoprotect,SMN2 splice enh,CBFb RUNX1 block,IMPase Li inh,Luc counter,HttQ103 aggreg,Lamin A splicing
COc1ccc(C2N=C(Nc3ccc(C)cc3)Nc3nc(C)cc(=O)n32)cc1 (configuration not stated),-2%,-12%,4%,-22%[38.3 µM],-3%,8%,-7%
CC(C)CC(=O)Nc1ccnc(-c2ccncc2)n1,-20%[1.9 µM],5%,2%,7%,0%,-2%[9.22 µM],-14%[9.22 µM]
O=C(CSc1nnnn1C1CCCC1)NCCc1ccccc1,11%[10 µM],nt,11%,nt,nt,-26%[9.22 µM],nt
COc1ccc(Cc2nnc(NC(=O)C3CCCO3)s2)cc1OC (configuration not stated),-5%[10 µM],2%,7%,-7%,8%,-11%,-15%
O=C(O)c1cccc(N/N=C/c2cn(-c3ccccc3)nc2-c2cccs2)c1,-60%[inhibitor],14µM*,-5%,-4%,-6%,-8%,-20%[46 µM]
CN1CCN(c2ccc(S(=O)(=O)N3CCOCC3)cc2NC(=O)CCc2ccccc2)CC1,26%[10 µM],nt,2%,nt,nt,-9%[9.22 µM],nt
COc1ccc(C(=O)NCC2CCCO2)cc1 (configuration not stated),nt,?,14%,-6%,-1%,-2%,-13%
COc1ccc(N2CCN(C(=O)Cn3cncn3)CC2)cc1,14%[10 µM],-11%,21%,-9%,-1%,7%,3%[9.22 µM]
C=C(C)c1cccc(C(C)(C)NC(=O)Nc2ccc(C(N)=O)cc2)c1,nt,-22%,0%,4%,-5%,nt,6%[46 µM]
CCOC(=O)N/N=C\c1cccc(OC)c1,24%[10 µM],nt,-1%,-3%,-7%,25%[9.22 µM],nt

# Given with values under each structure: entries from further up.
# Results follow in this order: HTT cytoprotect	SMN2 splice enh	CBFb RUNX1 block	IMPase Li inh	Luc counter	HttQ103 aggreg	Lamin A splicing
COc1ccc(C(=O)NCC2CCCO2)cc1 (configuration not stated)
  nt	?	14%	-6%	-1%	-2%	-13%
COc1ccc(N2CCN(C(=O)Cn3cncn3)CC2)cc1
  14%[10 µM]	-11%	21%	-9%	-1%	7%	3%[9.22 µM]
C=C(C)c1cccc(C(C)(C)NC(=O)Nc2ccc(C(N)=O)cc2)c1
  nt	-22%	0%	4%	-5%	nt	6%[46 µM]
